# PKA-R1A act: activates the PKA-R1A holoenzyme complex; P00514+P68181; PKA-R1A dissociation, Cy5-IP20 fluorescence polarization; scaled: DMSO 0%, 113 µM cGMP 100%; activation, % at 11.4 µM; actives 0.083% (n = 340,000); AID 504707;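 active means percent activation above the mean of all tested compounds plus 3 SD, cut at about 19% in these data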;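 further: higher means more PKAc released from R1A so a rise in polarization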
# OPRM1-OPRD1 ag: agonists of human mu-delta opioid receptor heterodimerization. P35372+P41143. cells, OPRM1-OPRD1 heterodimerization, luminescence. activation, % at 9.3 µM. actives 0.3% (n = 340,000). AID 504326; in the data active means activation above about 18%;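 further: 0% = vehicle-treated cells and 100% = reference agonist; values of inactives mirror those of a sister screen read the other way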
# Target sequence (P35372 whole entry, looked up): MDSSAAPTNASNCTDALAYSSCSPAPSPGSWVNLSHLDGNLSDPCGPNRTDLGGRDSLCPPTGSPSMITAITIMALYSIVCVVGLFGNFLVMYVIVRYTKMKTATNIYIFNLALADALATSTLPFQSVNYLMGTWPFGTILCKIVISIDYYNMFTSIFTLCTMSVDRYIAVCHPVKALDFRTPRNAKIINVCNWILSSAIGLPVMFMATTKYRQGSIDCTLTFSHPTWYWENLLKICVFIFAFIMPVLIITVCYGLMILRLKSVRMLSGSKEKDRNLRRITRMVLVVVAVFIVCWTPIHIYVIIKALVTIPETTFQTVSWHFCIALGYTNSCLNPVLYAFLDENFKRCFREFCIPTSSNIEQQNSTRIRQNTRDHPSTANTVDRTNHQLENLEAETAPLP
# Target sequence (P41143 whole entry, looked up): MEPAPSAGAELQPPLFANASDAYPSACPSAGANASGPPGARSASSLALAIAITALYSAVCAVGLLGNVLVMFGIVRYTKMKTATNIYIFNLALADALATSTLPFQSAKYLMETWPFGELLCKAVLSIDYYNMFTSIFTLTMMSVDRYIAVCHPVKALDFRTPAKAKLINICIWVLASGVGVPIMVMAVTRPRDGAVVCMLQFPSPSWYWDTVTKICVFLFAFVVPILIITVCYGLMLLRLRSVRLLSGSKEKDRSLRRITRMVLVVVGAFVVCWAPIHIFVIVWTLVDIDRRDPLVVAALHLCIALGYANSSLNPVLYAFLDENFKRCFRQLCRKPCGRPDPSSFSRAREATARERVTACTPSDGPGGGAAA
# Pemphigus Ab inh: inhibitors of pemphigus antibody binding to human desmoglein-3 | P32926 | DSG3-coupled beads, scFv-anti-DSG3-GFP binding, flow cytometry; hits give low values | binding (percent of control), % at 10 µM | actives 0.48% (n = 310,000) | AID 588358;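 active means binding more than 3 SD below its plate's average and above zero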;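 further: hits lower antibody fragment binding to DSG3; some compounds called inactive have numbers as strong as hits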
# Tat transport: blocks Tat-dependent protein export in E. coli; E. coli MC4100 TorA-mCherry Tat export, fluorescence; actives 0.036% (n = 340,000); inhibition, % at 10 µM;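 active means mean replicate inhibition at least 50% and at least half of replicates individually reaching 50%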;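 further: exported cargo escapes ClpAP degradation while cytoplasmic cargo is degraded and loses fluorescence; 0% = median of neutral control wells and 100% = median of NaSCN control wells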
# Mot1-301 SUMO: blocks SUMOylation pathway, rescuing yeast Mot1-301 growth | AID 2716 | growth rescue, % at 18.8 µM | S. cerevisiae Mot1-301 growth rescue, ATP luminescence, 38.5C; percent above DMSO median, 100 means doubled | actives 1% (n = 320,000);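 active means every valid replicate shows activation above 250% relative to neutral control wells; inactive means the rest, any valid replicate at or below 250%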;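 further: OY570 slx delta 5 strain wells were the positive control but not used for scaling; some compounds called inactive have numbers as strong as hits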
# OPRM1-OPRD1 inv: inverse agonist of human OPRM1-OPRD1 heterodimerization; cell-based MOR-DOR heterodimer luminescence, inverse agonism; actives 0.21% (n = 340,000); inhibition, % at 9.3 µM; in the data active means inhibition above about 22%, passing the limit was not always enough;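 further: 0% = cells with DMSO and 100% = wells without cells with DMSO; values of inactives mirror those of a sister screen read the other way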
# PfHsp90 set2: growth inhibition of yeast expressing Plasmodium Hsp90. actives 0.32% (n = 310,000). inhibition, % at 9.4 µM. S. cerevisiae expressing PfHsp90, BacTiter-Glo ATP, 48 h; yeast lacking PDR1 and PDR3 efflux regulators. AID 504621;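 active means every replicate shows inhibition above about 80%, whatever the replicate mean, limit read from the data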;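 further: 0% = DMSO neutral controls and 100% = 20 µM radicicol positive controls; yeast relying on Plasmodium falciparum Hsp90 in place of its own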
# Arrestin-AP2 inh: blocks beta-arrestin peptide binding to AP2 adaptin; FITC-arrestin peptide / GST-AP2 beads, flow cytometry; AP2 beta2 appendage carries R879A mutation; inhibition, % at 10 µM; actives 0.31% (n = 340,000); AID 504490;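 active means inhibition above a set limit, near 3 SD of compounds lacking own fluorescence, cut at about 54% in these data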;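 further: plate controls were DMSO wells for no effect and 5 µM unlabelled arrestin peptide for full effect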
#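 test system = AP2 appendage R879A on GSH beads | buffer or medium = PBS plus Tween 20 (0.05%) and BSA (0.1%) | incubation = 12 min plus 1 h, RT | detection = bead flow cytometry, FITC channel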
# E coli growth: bacterial growth inhibition, counter-screen for AddAB inhibitors | inhibition, % at 11.9 µM | AID 449728 | E. coli V3065 growth, OD600 absorbance, 18 h | actives 0.27% (n = 330,000);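 active means inhibition above the campaign's mean inhibition across all tested compounds plus 3 SD, cut at about 9.9% in these data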;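 further: uninfected addAB+ strain grown without phage in ampicillin broth; 0% = DMSO wells and 100% = ciprofloxacin 0.95 µg/ml wells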
# AddAB inh: less growth of phage-infected E. coli with AddAB | E. coli expressing H. pylori AddAB, absorbance growth | inhibition, % at 11.9 µM | actives 0.29% (n = 330,000) | AID 435030; in the data active means inhibition above about 12%;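 further: 0% = vehicle wells of infected cells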
# phage Ecoli inh: E. coli growth loss with phage present; growth absorbance; inhibition, % at 11.9 µM; actives 0.26% (n = 360,000); AID 651602; in the data active means inhibition above about 11%
# Starred values were filed as active, the others as inactive; nt = no result given.
entry	mol	PKA-R1A act	OPRM1-OPRD1 ag	Pemphigus Ab inh	Tat transport	Mot1-301 SUMO	OPRM1-OPRD1 inv	PfHsp90 set2	Arrestin-AP2 inh	E coli growth	AddAB inh	phage Ecoli inh
1	O=C(NCc1cc(C(F)(F)F)cc(C(F)(F)F)c1)C1CC(c2ccc(C(F)(F)F)cc2)=NO1 (stereo not drawn)	2	2.7	112	2	11	-15	30	13	0.3	2.9	1.5
2	CN(C)C(C(=O)Nc1cc(Cl)cc(Cl)c1)c1ccccc1 (stereo not drawn)	-11	1.2	104	1	3	-6	8	15	0.7	3.1	2.2
3	Cc1ccc2c(c1)C(=O)C(=O)N2CCCOc1ccccc1C	-8	-3.9	102	-1	12	19	-13	8	1.2	1.7	5.3
4	O=S(=O)(NCc1cccnc1)c1ccc2ccccc2c1	10	2.2	122	6	-8	-18	14	12	-3.3	4.6	1.4
5	Cc1cccc(N(CC(=O)NC2CCCCC2)C(=O)CCCC(=O)Nc2ccccn2)c1C	-11	-0.2	nt	5	-2	2	14	-9	0.6	1.7	0.3
6	CCc1cccc(CC)c1NC(=O)COn1nnc2ccc(C(F)(F)F)cc21	-16	4.2	nt	1	-2	-22	20	-11	1.4	2.9	3.8
7	CCOC(=O)Cc1csc(NC(=O)CCN2C(=O)c3ccccc3C2=O)n1	-7	-0.8	101	-7	32	5	5	-5	0.2	0.6	-0.4
8	Oc1ccc(Br)cc1/C=N/N1CCN(Cc2ccccc2)CC1	-5	1.2	109	3	126	-6	5	9	1.1	3.6	6.7
9	O=C1c2cccnc2C(O)N1Cc1cccs1 (stereo not drawn)	-5	0.4	103	-1	21	-2	-6	9	1.0	2.3	1.8
10	Cc1cccc2sc(NC(=O)[C@H](C)N3C(=O)C4CC=CCC4C3=O)nc12 (stereo partly drawn)	-11	-0.1	96	5	17	0	19	31	-2.5	-2.0	2.0
11	CC(C)(C)c1ccc(C2C3=C(CCCC3=O)NC3=C2C(=O)c2ccccc23)cc1 (stereo not drawn)	5	2.2	116	14	-8	-13	-18	14	1.7	1.1	3.2
12	Cc1cc2c(c(C)nn2-c2ccccc2)c(=O)o1	-4	-4.5	nt	9	-28	19	3	-4	-0.4	3.1	3.3
13	CN(CC(=O)Nc1ccc(F)cc1)C(=O)COC(=O)COc1ccc(C#N)cc1	-9	0.0	96	0	-4	0	nt	3	-0.3	0.0	3.7
14	COc1ccc(NC(=O)Nc2cccc(C(=O)N3CCOCC3)c2)cc1OC	-17	-1.8	99	-4	14	8	6	4	-3.9	1.4	3.0
15	COC(=O)c1ccc2cc(OC)cc([N+](=O)[O-])c2n1	5	-1.9	nt	-4	nt	10	-5	22	nt	nt	1.6
16	COc1ccc(C(=O)CSc2nc(C)cc(=O)[nH]2)cc1	-2	-1.4	104	-2	96	8	12	-47	1.7	-1.1	1.0
17	N#CC1(C#N)C(c2ccccc2)OC23CCCCC2C1(C#N)C(=N)O3 (stereo not drawn)	-6	-0.9	117	-6	-15	5	-18	0	2.2	-0.1	0.9
18	Cc1sc2nc(SCC(=O)NCc3ccco3)[nH]c(=O)c2c1C	1	-1.4	107	5	130	8	-23	1	1.1	3.2	1.6
19	CCCCCCc1c(C)c2ccc(OCC(=O)N[C@@H](Cc3ccccc3)C(=O)O)cc2oc1=O	-13	-3.9	99	17	522*	20	-3	-4	-3.3	2.7	-0.2
20	CC(Sc1nccn1C)C(=O)NC1(C#N)CCCCC1 (stereo not drawn)	-7	-3.0	nt	-2	nt	12	3	-11	-1.3	0.2	0.2
21	Cc1cc(NC(=O)COC(=O)C2=NN(c3ccccc3)C(=O)CC2)c([N+](=O)[O-])cc1C	-6	-2.9	nt	-5	-7	11	10	2	-0.2	1.3	1.4
22	Cc1cc(Oc2ccc(C(C)(C)C)cc2)nc(N2CCOCC2)n1	2	-0.1	105	5	-7	0	nt	-4	1.2	5.0	2.9
23	O=C(CN1CCc2ccccc2C1)Nc1ccccc1F	0	-2.3	117	0	-8	11	2	-15	-3.3	-0.3	0.4
24	Cc1ccc(NC(=O)COC(=O)c2ccccc2F)cc1S(=O)(=O)N1CCCCC1	4	-1.5	96	-1	nt	10	6	-18	nt	nt	2.7
25	CC[C@]12c3[nH]c4cc(CCC(=O)N(C)C)ccc4c3CCN1C(=O)[C@@H](CC(=O)NC/C=C(\C)CCC=C(C)C)C[C@@H]2C(=O)N1CCN(C(=O)C2CC2)CC1	-3	-0.9	109	10	nt	5	-1	-8	-2.0	-4.1	-0.4
26	CN(C)c1ccc2c(c1)Sc1cc(N(C)C)ccc1N2C(=O)c1ccccc1	-72	-5.3	91	-1	17	27	-13	2	-0.5	0.8	0.3
27	CC(NC(=O)c1ccc(S(=O)(=O)N(C)C)cc1)c1ccccc1 (stereo not drawn)	10	-0.1	nt	-4	8	1	5	19	-0.4	1.5	0.2
28	CC(C)(C)c1nn(-c2ccccc2)c2[nH]c(=O)c(C=O)cc12	9	1.2	125	2	7	-6	120*	-8	4.6	3.0	2.8
29	O=C(CN1CCN(c2ccccn2)CC1)Nc1cccc(F)c1	12	-2.2	97	-2	8	10	8	47	-0.9	0.1	1.8
30	O=C(c1cc(=O)c2ccccc2o1)N1CCN(c2ccccc2)CC1	-10	-2.8	96	1	-6	15	28	-4	-0.3	-3.6	1.4
31	COc1cccc2cc(C(=O)Nc3cc(C)cc(C)c3)/c(=N/NS(=O)(=O)c3ccccc3)oc12	-12	-0.4	101	3	-3	2	-10	0	2.2	2.7	5.6
32	COc1ccc(NC(=O)c2c(N)cnn2C)cc1	3	-1.7	95	-7	12	8	12	29	-0.6	-3.1	3.6
33	CCn1c(O)c(/C=N/n2cnnc2)sc1=S	-5	-0.2	102	-5	-10	1	15	14	-1.8	0.4	2.2
34	Cc1ccc(C(=O)CSc2nc3c([nH]2)c(=O)n(C)c(=O)n3C)cc1	-4	-0.8	106	10	8	6	5	-1	-2.3	1.7	3.0
35	CCOC(=O)CSc1n[nH]c(NC(=O)c2cccc(C(F)(F)F)c2)n1	8	-2.6	104	-4	-5	14	-20	4	0.2	2.8	3.2
36	Cc1cc(Cc2ccc(N)c(C)c2)ccc1N	-11	-2.5	96	11	-17	12	-12	33	0.1	2.2	2.3
37	CC(=O)c1cccc(NC(=O)COC(=O)[C@@H](NC(=O)OCc2ccccc2)C(C)C)c1	-3	1.1	103	2	0	-6	-1	-3	2.4	4.7	0.5
38	COc1ccccc1C(=O)Nc1ccc2c(c1)nc(CCNC(=O)c1ccccc1)n2C	nt	nt	94	3	-3	nt	-1	-3	-0.6	1.8	0.9
39	COc1ccc(OC)c(S(=O)(=O)N2CCCC(C(=O)N3CCCCCC3)C2)c1 (stereo not drawn)	4	-1.4	111	-1	2	7	2	7	0.0	0.8	1.4
40	CCOC(=O)C1=C(O)C(=O)N(c2ccc(S(N)(=O)=O)cc2)C1c1cccc([N+](=O)[O-])c1 (stereo not drawn)	-7	-1.4	92	-12	38	7	13	8	-3.1	3.5	-3.1
41	O=C(O)CP(=O)(O)O	-8	-1.2	nt	1	189	7	-3	17	-0.2	0.6	1.3
42	O=C(Cc1ccc(Cl)cc1)Nc1ccccc1CO	-5	-1.6	108	-1	0	9	4	5	0.4	-2.7	2.3
43	CCCSc1nc2cc(S(=O)(=O)N3CCOCC3)ccc2n1CC	-7	-2.0	93	7	8	10	-19	-1	2.8	3.1	1.1
44	Cc1cccc(NC(=O)CCC(=O)Nc2nnc(C3CCCCC3)s2)c1	-5	-2.2	104	-8	289	11	17	-6	0.4	3.0	2.1
45	CCOC(=O)c1ccc(N2Cc3ccccc3C2)cc1O	2	2.7	81	1	5	-15	0	5	0.1	-1.2	-1.0
46	COc1ccc(CNC(=O)CN2CCC(NC(=O)c3ccc(OC)cc3)CC2)cc1	-9	-0.7	nt	13	nt	5	-14	3	nt	nt	0.4
47	CC(C#N)N1CCN(S(=O)(=O)c2ccc3c(c2)CCC3)CC1 (stereo not drawn)	-3	-2.2	104	-2	-15	9	-37	-2	0.3	-0.2	0.1
48	O=C(CN1CCC(n2nnc3cc(F)ccc32)CC1)NCCc1ccccc1	-20	0.5	103	7	3	-2	16	5	1.6	2.2	0.5
49	O=C(CSc1nc(O)cc(=O)[nH]1)N1c2ccccc2Sc2ccccc21	nt	nt	97	-1	219	nt	-87	34	1.2	3.9	5.5
50	O=C(CCCn1c(=S)[nH]c2ccccc2c1=O)N1CCCCC1	-9	-1.2	99	-3	4	5	4	-1	0.8	0.8	2.6

# Other structures:
entry	mol	PKA-R1A act	OPRM1-OPRD1 ag	Pemphigus Ab inh	Tat transport	Mot1-301 SUMO	OPRM1-OPRD1 inv	PfHsp90 set2	Arrestin-AP2 inh	E coli growth	AddAB inh	phage Ecoli inh
51	CCOC(=O)C(C)Sc1ncnc2c1nnn2-c1ccc(F)cc1 (stereo not drawn)	-12	0.7	95	6	122	-3	-40	-55	0.9	-2.4	2.5
52	O=C(NC1CCC1)C1CCC(=O)N(Cc2ccccc2F)C1 (stereo not drawn)	-1	-2.7	77	-5	1	14	27	-8	2.3	0.8	1.9
53	Cc1cc(C(=O)COC(=O)Cn2cnc3c2c(=O)n(C)c(=O)n3C)c(C)n1C	-6	-1.0	nt	-4	-17	6	nt	28	-1.2	-2.0	5.4
54	CC(=O)Nc1ccc2sccc2c1	4	-0.2	113	-6	20	1	nt	4	-0.5	-2.0	1.5
55	O=c1[nH]nc(SCc2ccccc2Cl)n1-c1ccc2c(c1)OCCO2	nt	nt	100	-1	-2	nt	-4	12	-0.7	0.2	2.1
56	COC(=O)c1c(N2C(=O)[C@H]3[C@@H](C2=O)[C@]2(C(=O)Nc4c(C)cccc42)N2CCC[C@@H]32)sc(C)c1C	-2	-0.5	nt	5	-5	2	-12	-2	0.7	1.7	-1.2
57	S=C(NCCc1ccccc1)N1CCN(Cc2ccccc2)CC1	-1	-1.5	106	4	42	9	-9	0	1.8	2.4	2.9
58	CCC(Sc1nnnn1-c1ccccc1)C(=O)Nc1nc2ccccc2s1 (stereo not drawn)	-10	8.5	102	2	-4	-46	13	3	2.4	0.6	2.3
59	CC1CCc2[nH]c3ccc(C(=O)Nc4ccc(C(=O)N(C)C)cc4)cc3c2C1 (stereo not drawn)	-2	-0.9	109	-8	62	5	-4	-16	3.8	4.0	-0.6
60	Cc1ccc(S(=O)(=O)c2nc(S(=O)(=O)c3ccccc3)sc2N2CCN(CCO)CC2)cc1	11	-1.6	108	-3	nt	8	-4	14	1.9	1.6	2.5
61	O=C(CN(Cc1ccco1)C(=O)c1cc(=O)[nH]c2ccccc12)Nc1ccccc1Br	1	-2.1	104	5	-26	12	1	3	0.2	-2.7	-0.3

# Screens from PubChem.
